Screens deposited in PubChem BioAssay by Johns Hopkins Ion Channel Center.
CHT block – inhibitors of human choline transporter CHT; High affinity choline transporter 1 (Homo sapiens), Q9GZV3; CHT-expressing cells, membrane potential dye, choline response; stronger effect = lower value; B-score at 10 µM; actives 0.86% (n = 310,000); AID 488975, 2010;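 active = B-score over 3 SD under the library average, and starting fluorescence ratio not unusually high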;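 note: choline stimulus applied at its EC90 after an EC20 pre-addition; B-score computed on integrated fluorescence ratio after choline addition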
Target sequence (Q9GZV3 whole entry, looked up): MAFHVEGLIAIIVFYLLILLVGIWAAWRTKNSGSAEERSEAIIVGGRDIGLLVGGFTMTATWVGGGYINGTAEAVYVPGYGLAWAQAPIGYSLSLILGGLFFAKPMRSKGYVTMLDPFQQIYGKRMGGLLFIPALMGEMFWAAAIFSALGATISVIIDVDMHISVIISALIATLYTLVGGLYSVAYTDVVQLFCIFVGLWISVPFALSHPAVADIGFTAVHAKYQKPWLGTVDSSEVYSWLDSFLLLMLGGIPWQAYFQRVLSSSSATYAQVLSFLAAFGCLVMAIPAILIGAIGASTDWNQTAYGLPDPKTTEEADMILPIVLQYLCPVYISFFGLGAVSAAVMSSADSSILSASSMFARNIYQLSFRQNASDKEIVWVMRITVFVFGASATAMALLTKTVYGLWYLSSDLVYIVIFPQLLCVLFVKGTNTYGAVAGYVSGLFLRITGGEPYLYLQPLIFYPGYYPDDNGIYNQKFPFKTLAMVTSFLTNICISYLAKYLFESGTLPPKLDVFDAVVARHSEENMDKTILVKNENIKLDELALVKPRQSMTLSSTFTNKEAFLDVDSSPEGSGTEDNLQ
CHT PAM – CHT positive allosteric modulators, primary screen, cell-based, membrane potential dye, choline EC20 | High affinity choline transporter 1 (Homo sapiens), Q9GZV3 | CHT-expressing cells; stronger effect = higher value; LV-AA mutant CHT in HEK293 cells | B-score at 10 µM | actives 0.49% (n = 310,000) | AID 488977, 2010;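 active = initial fluorescence not abnormally high and integrated response B-score, plate-corrected, over 3 SD above library mean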
* hit, by the source's call; i = inactive.

Below each SMILES: CHT PAM, CHT block
> Cc1cc(=O)oc2cc(NS(=O)(=O)c3ccc(F)cc3)ccc12
  i, i
> O=C(CCCN1C(=O)/C(=C/c2ccccc2Cl)SC1=S)NNC(=O)c1ccccc1Cl
  i, i
> O=C(Cc1cccc2ccccc12)Nc1ccccc1Br
  i, i
> Cc1cc(NC(=O)Cc2ccc(Br)cc2)no1
  i, i
> Cc1ccc(C)c2[nH]c(=O)c(CCNC(=O)CC(C)(C)C)cc12
  i, i
> COc1ccc(N=C2C(=O)N3CCCc4cccc2c43)cc1
  i, i
> Cc1ncc([N+](=O)[O-])n1CCOC(=O)Nc1ccc(Cl)c(Cl)c1
  i, i
> CCOc1ccccc1N1CC(C(=O)Nc2nccs2)CC1=O (stereo unspecified)
  i, i
> CS(=O)(=O)N1CCN(c2ccc(NC(=O)c3ccccc3)cc2)CC1
  i, i
> CCOc1ccc(N2C(=O)c3ccccc3C2O)cc1 (stereo unspecified)
  i, i
> COCCn1c(SCC(=O)Nc2nc(C)c(Cl)cc2Cl)nc2ccccc21
  i, i
> COc1cc(OC)cc(C(=O)NNC(=O)CCc2ccccc2)c1
  i, i
> CC(C)NC(=O)C1CCCN(S(=O)(=O)c2cccc3nonc23)C1 (stereo unspecified)
  i, i
> Cc1ccc2nc(Cl)c(C3CC(c4ccco4)=NN3C(=O)CCCC(=O)O)cc2c1 (stereo unspecified)
  i, i
> COc1cccc(Cn2cnc3c(NS(=O)(=O)c4ccc(Cl)cc4Cl)c(C)c(C)cc32)c1
  i, i
> OCCC1CN(Cc2ccccn2)CCN1C1CCCC1 (stereo unspecified)
  i, i
> Cc1ccc(C2CC(C(F)(F)F)n3ncc(C(N)=O)c3N2)cc1 (stereo unspecified)
  i, i
> CCn1cc(/C=N\NC(=O)Cc2ccc([N+](=O)[O-])cc2)c(C)n1
  i, i
> Oc1ccccc1C(=S)N1CCN(c2cccc(Cl)c2)CC1
  i, i
> O=C(COc1nsnc1N1CCOCC1)Nc1ccccc1Cl
  i, i
> Cc1cc(NC(=O)CCc2ccc(C)o2)no1
  i, i
> O=C(NC1CCCCCC1)C(=S)NCCc1ccccc1
  i, i
> Cc1cc(F)ccc1S(=O)(=O)N1CCCOC1CNC(=O)C(=O)NCCc1ccccc1 (stereo unspecified)
  i, i
> COc1ccc(NC(=O)c2cccc(S(=O)(=O)NCc3ccco3)c2)c(OC)c1
  i, i
> COc1ccc(-c2csc3ncnc(N4CCN(Cc5ccccc5)CC4)c23)cc1
  i, i
> COc1cc(CC(CC(=O)O)CC(C)OCc2ccccc2)cc(OC)c1 (stereo unspecified)
  i, i
> COc1ccc(C)cc1NC1=C(Cl)C(=O)N(C2CCCCC2)C1=O
  i, i
> Cc1n[nH]c(C)c1C(=O)CC1(O)C(=O)N(CCc2ccccc2)c2ccc(Cl)cc21 (stereo unspecified)
  i, i
> CC(=O)c1sc(NS(=O)(=O)c2ccc(C)cc2)nc1-c1ccccc1
  i, i
> Cc1nn2c(N3CCOCC3)c3c(nc2c1-c1ccccc1)CCCC3
  i, i
> CCOC(=O)N1CCC(NC(=O)CS(=O)(=O)Cc2nc(-c3ccc(OC)cc3)oc2C)CC1
  i, i
> Cc1ccccc1/C=N/NC(=O)Cc1ccc(Cl)cc1
  i, i
> COc1ccc(/C=C(/C#N)c2cccnc2)cc1OC
  i, i
> O=C(O)c1ccc(S(=O)(=O)NCc2ccc3c(c2)OCO3)cc1
  i, i
> O=C(NCc1ccco1)c1cccc(Br)c1
  i, i
> COC(=O)c1ccc(Oc2nc(NC(C)(C)C)nc(N3CCOCC3)n2)cc1
  i, i
> COc1ccc(/C=C/C(=O)Nc2c(C)nn(C)c2C)cc1COc1ccc(Cl)cc1Br
  i, i
> COc1ccccc1CNS(=O)(=O)c1c(C)[nH]c(=O)[nH]c1=O
  i, i
> CCSc1nc2c(c(=O)n1Cc1ccccc1)SC(C)C2 (stereo unspecified)
  i, i
> Cc1ccc(C2=N/C(=C\c3cccnc3)C(=O)O2)cc1
  i, i
> COc1cc(C2C(=O)N(C3CCCC3)CC(=O)N2Cc2ccco2)ccc1OC(C)C (stereo unspecified)
  i, i
> COc1ccc(C(=O)CNc2cccc(F)c2)cc1
  i, i
> CC(=O)N(C)c1ccc(NC(=S)Nc2ccccc2)cc1
  i, i
> CCOCCn1cnc2sc(C(=O)NCC(=O)OCC)c(C)c2c1=O
  i, i
> COc1ccc(C2(C(=O)Nc3ccc(C)c(C)c3)CCOCC2)cc1
  i, i
> O=C(O)c1ccc2c(c1)SC1=NS(=O)(=O)CCN12
  i, i
> O=C1CN(CC(=O)Nc2ccc(SC(F)F)cc2)CCN1
  i, i
> COc1ccc(C(CCN2CCCC(C)C2)c2c(OC)cc(OC)c3c(C)cc(=O)oc23)cc1 (stereo unspecified)
  i, i
> C=CCOc1ccc(CNC(C)(C)CO)cc1OC
  i, i
> S=C(c1ccc(N2CCCC2)cc1)N1CCCCC1
  i, i
> c1ccc(CCN=C2CCCc3c2[nH]c2ccccc32)cc1
  i, i
> O=C1Nc2cc(Cl)c(Cl)cc2N(O)N1c1ccc(Cl)cc1
  i, i
> O=C(NC(NC1CCS(=O)(=O)C1)C(=O)c1ccccc1)c1ccc(Cl)cc1 (stereo unspecified)
  i, i
> Cc1c(/C=C(\CC(=O)O)c2nc3ccccc3s2)cc(C#N)n1C
  i, i
> c1ccc(CSc2nnc(-c3cccs3)o2)cc1
  i, i
> CC(C)n1c(NCc2cccs2)nc2ccccc21
  i, i
> N#CC(C#N)=C1C=CC=CN1/C(=C\c1ccco1)C(=O)c1ccc(Br)cc1
  i, i
> Cc1ccnc(NC(=O)c2ccc(Cl)cc2Cl)n1
  i, i
> O=C(CSc1nnc(CNC(=O)C23CC4CC(CC(C4)C2)C3)n1-c1ccccc1)Nc1ccccc1
  i, i
> C=CCNC(=O)CSc1nnc(-c2ccccn2)n1Cc1ccccc1
  i, i

Part of the list above in another layout.
SMILES | CHT PAM | CHT block
COc1ccc(C2(C(=O)Nc3ccc(C)c(C)c3)CCOCC2)cc1 | i | i
COc1ccc(C(=O)CNc2cccc(F)c2)cc1 | i | i
c1ccc(CSc2nnc(-c3cccs3)o2)cc1 | i | i
C=CCOc1ccc(CNC(C)(C)CO)cc1OC | i | i
CC(=O)N(C)c1ccc(NC(=S)Nc2ccccc2)cc1 | i | i
COc1ccc(C(CCN2CCCC(C)C2)c2c(OC)cc(OC)c3c(C)cc(=O)oc23)cc1 (stereo unspecified) | i | i

Continuation.
Below each SMILES: CHT PAM, CHT block
> CC1CCC(C(=O)NC(C(=O)N2CCC(N3CCCCC3)CC2)C(C)C)CC1 (stereo unspecified)
  i, i
> CCOC(=O)c1ccc(N2C(=O)CC(NC3CCN(C(=O)c4ccc(F)cc4)CC3)C2=O)cc1 (stereo unspecified)
  i, i
> Cc1ccc(C)c(NC(=O)CSc2nnc(-c3ccccc3)n2N)c1
  i, i
> COc1ccc(S(=O)(=O)Nc2cccc(-c3ccc4nncn4n3)c2)cc1
  i, i
> O=C1CCCC(=O)C1C1c2ccccc2CCN1C(=O)CCl (stereo unspecified)
  i, i
> CCCCN(C(=O)CSc1nnc(Nc2ccc(C)c(C)c2)s1)c1c(N)n(Cc2ccccc2)c(=O)[nH]c1=O
  i, i
> Cc1nn(C(=O)c2nn(C)cc2Cl)c(C)c1Br
  i, i
> CC(=O)SC(C)CC(=O)NCc1ccccc1 (stereo unspecified)
  i, i
> Cc1cc(C)c(O)c(-c2cc(C(=O)NCCc3ccc(S(N)(=O)=O)cc3)[nH]n2)c1
  i, i
> COc1cc(OC)cc(C(=O)Nc2cccc(NC(C)=O)c2)c1
  i, i
> O=C(O)CC/C(=C\c1ccc2c(c1)OCO2)c1nc2ccccc2s1
  i, i
> Cc1ccc(CNC(=O)C2CCCN2C(=O)Nc2ccc(C)cc2)cc1 (stereo unspecified)
  i, i
> O=C(CN1C(=O)NC2(CCCC2)C1=O)N1CCc2ccccc2C1
  i, i
> Cc1ccccc1N1C(=O)CC(Nc2ccc3c(c2)OCO3)C1=O (stereo unspecified)
  i, i
> CN(CC1CCCN(CCc2ccc(Cl)cc2)C1)C(=O)c1ccc2nc[nH]c2c1 (stereo unspecified)
  i, i
> O=S(=O)(c1ccccc1)N1CCc2ccccc2C1
  i, i
> COc1cc(NC(=O)C/C(C)=N/NC(=O)C(=O)NC2CCCCC2)c(OC)cc1Cl
  i, i
> COC1=CC2(O)CCCC2=CC1=O (stereo unspecified)
  i, i
> Cc1cccc(NC(=O)CNC(=O)CCc2nc3sc4c(c3c(=O)[nH]2)CCCC4)c1C
  i, i
> O=[N+]([O-])c1ccccc1S(=O)(=O)N(CC1CO1)c1ccccc1 (stereo unspecified)
  i, i
> Cc1ccc(-n2nc3cc(C)c(N)cc3n2)cc1
  i, i
> CC1=C(C(=O)OCc2ccccc2)C(c2ccc(Cl)cc2)NC(=O)N1CCCC(=O)O (stereo unspecified)
  i, i
> CCOC(=O)N1CCN(C(=O)c2cc3c(=O)n(C)c4ccccc4c3n2C)CC1
  i, i
> CC(O)CSc1nc2c(c(=O)[nH]c(=O)n2C)n1Cc1ccccc1 (stereo unspecified)
  i, i
> CN(C)C=NC(=O)c1ccc(N2CCN(c3ncc(C(F)(F)F)cc3Cl)CC2)cc1
  i, i
> O=C(NCc1ccco1)c1cc(S(=O)(=O)N2CCOCC2)ccc1Cl
  i, i
> O=C(CN1C(=O)C2C3CC(C(Br)C3Br)C2C1=O)OCC(=O)c1cccc([N+](=O)[O-])c1 (stereo unspecified)
  i, i
> CCC(C)(C)NC(=O)CCCSc1nc2ccccc2[nH]1
  i, i
> COc1ccc(OC)c(S(=O)(=O)N2CCCC(C(=O)N3CCC(C(N)=O)CC3)C2)c1 (stereo unspecified)
  i, i
> Cc1cc(C)c[n+](CC(=O)c2c(C)cc(C)c([N+](=O)[O-])c2C)c1
  i, -7.85*
> CCNC(=O)C1CC(=O)OC12CCCCC2 (stereo unspecified)
  i, i
> O=c1[nH]ncn1-c1ccc(Br)cc1
  i, i
> COc1ccc(OC)c(S(=O)(=O)N(C)CC(=O)N2CCN(c3ccc(F)cc3)CC2)c1
  i, i
> Cc1ccc(-n2cc(S(=O)(=O)c3ccc(C)cc3)[nH]c2=O)cc1
  i, i
> Cc1ccccc1NS(=O)(=O)c1ccc(NS(=O)(=O)c2cccs2)cc1
  i, i
> NC(=O)C1CCCN(S(=O)(=O)c2ccc(Br)cc2)C1 (stereo unspecified)
  i, i
> O=C(CN1CCN(c2ccc(F)cc2)CC1)Nc1ccc2c(c1)OCCO2
  i, i
> CC(=O)NCCNC(=O)C1CCC(CNc2nc(=S)[nH]c3ccccc23)CC1 (stereo unspecified)
  i, i
> Cc1ccc(CN2CCN(Cc3cn(C(C)C)c4ccccc34)CC2CCO)o1 (stereo unspecified)
  i, i
> CCCn1nc(C(=O)Nc2ccc(S(=O)(=O)Nc3ncccn3)cc2)c2ccccc2c1=O
  i, i
> CCCn1c(-c2cccc([N+](=O)[O-])c2)nc2c1c(=O)[nH]c(=O)n2Cc1ccccc1
  i, i
> Cc1ccc(S(=O)(=O)N2[C@@H](c3ccc(F)cc3)C(C(=O)O)=CC[C@H]2c2cccc(Cl)c2)cc1
  i, i
> C/C=C(\C)C(=O)N1CCC(C(=O)c2ccccc2)CC1
  i, i
> CCCCn1c(-c2nonc2N)nc2ccccc21
  i, i
> O=C(CC(c1ccccc1)c1ccccc1)Nc1ccc2c(c1)OCCO2
  i, i
> Cc1ccc([N+](=O)[O-])cc1NC(=S)NC(=O)CC(C)(C)C
  i, i
> Cc1cccc(Nc2ncnc(N)n2)c1
  i, i
> CCCCn1c(N)c(N(CC(C)C)C(=O)c2ccc(N(C)S(=O)(=O)c3ccc(C)cc3)cc2)c(=O)[nH]c1=O
  i, i
> COc1ccc(CCNCC(C)c2ccccc2)cc1 (stereo unspecified)
  i, i
> COc1ccc(CNC(=O)Nc2ccc3c(c2)N(C)C(=O)CS3)cc1
  i, i
> C/C(=N/N=C1/NC(=O)CC(C(=O)O)S1)c1ccccc1 (stereo unspecified)
  i, i
> O=C(NC(=S)N1CCN(c2ccc([N+](=O)[O-])cc2)CC1)c1ccccc1Cl
  i, i
> O=C(CCCCCN1C(=O)c2cccc([N+](=O)[O-])c2C1=O)Nc1ccccc1F
  i, i
> Cc1ccc(C(=O)NCCSC(C)(C)C)cc1[N+](=O)[O-]
  i, i
> COc1ccc(Nc2nnc(-c3ccc(C(=O)NCCO)cc3)c3ccccc23)cc1
  i, i
> Cc1ccc(Cl)cc1NC(=O)C1CCCN1S(=O)(=O)c1ccc(-c2ccc(=O)[nH]n2)s1 (stereo unspecified)
  i, i
> CCCNC(=O)c1sc2c(c1C(=O)Nc1ccccn1)CCCC2
  i, i
> CCc1cc2ccc(C)cc2nc1SCC(=O)Nc1cc(OC)c(OC)cc1C(=O)O
  i, i
> CCC(C)(C)NC(=O)Cn1c(-c2ccc(C)cc2)noc1=O
  i, i
> CCOC(=O)Cn1nc(-c2ccc(Cl)cc2)cc1N
  i, i
> Cn1nnnc1SCc1ccc(F)cc1
  i, i
> COc1ccc(C(=O)N2CCC3(CC2)NCCc2[nH]cnc23)cc1
  i, i
> O=C(NCCN1CCOCC1)C(=O)NCC1OCCN1S(=O)(=O)c1cc(F)ccc1F (stereo unspecified)
  i, i

Looked up by structure from above:
Below each SMILES: CHT PAM, CHT block
> CCC(C)(C)NC(=O)Cn1c(-c2ccc(C)cc2)noc1=O
  i, i
> CCCCn1c(-c2nonc2N)nc2ccccc21
  i, i
